HEK293 NFkB inh – inhibitors of the PMA/ionomycin-induced NF-kB reporter in HEK293 cells. hit rate 0.21% among 62,000. inhibition, % at 3 µM. HEK-293 NF-kB luciferase reporter, luminescence;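 active means inhibition above the mean of all tested compounds plus 3 SD, cut at about 40% in these data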;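 further: 0% = stimulated DMSO wells and 100% = 10 µM reference inhibitor 5653914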
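Signal: luciferase luminescence; Material: HEK-293 cells with stable firefly luciferase reporter driven by four HIV NF-kB elements; Probe or stimulus: PMA with ionomycin; Replication: tested once; Times: 1 h compound pretreatment, then 16 h stimulation at 37 °C, 5% CO2; Benchmarks: DMSO and 10 µM reference inhibitor; Evaluation: per-plate % inhibition versus controls.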
D1 allo mod – D1 dopamine receptor (human) allosteric modulation | HEK293 D1, CRE-luciferase, dopamine EC30 potentiation; actives deviate in either direction | AID 641 | B-score at 10 µM | P21728 | hit rate 5.9% among 58,000;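 active means luminescence count or its row- and column-corrected plate score outside the 99.7% band of the plate's sample wells, on either side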
S1P3 ag – S1P3 (human) receptor agonism | AID 373 | S1P3 NFAT-BLA reporter cells, FRET ratio; relative to 1 µM S1P, basal subtracted | activation, % at 4.5 µM | hit rate 0.1% among 60,000;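 active means activation above the screen-wide mean plus 3 SD, cut at about 4.5% in these data, passing the limit was not always enough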; further: some compounds called inactive have numbers as strong as hits
Target sequence (Q99500 whole entry, looked up): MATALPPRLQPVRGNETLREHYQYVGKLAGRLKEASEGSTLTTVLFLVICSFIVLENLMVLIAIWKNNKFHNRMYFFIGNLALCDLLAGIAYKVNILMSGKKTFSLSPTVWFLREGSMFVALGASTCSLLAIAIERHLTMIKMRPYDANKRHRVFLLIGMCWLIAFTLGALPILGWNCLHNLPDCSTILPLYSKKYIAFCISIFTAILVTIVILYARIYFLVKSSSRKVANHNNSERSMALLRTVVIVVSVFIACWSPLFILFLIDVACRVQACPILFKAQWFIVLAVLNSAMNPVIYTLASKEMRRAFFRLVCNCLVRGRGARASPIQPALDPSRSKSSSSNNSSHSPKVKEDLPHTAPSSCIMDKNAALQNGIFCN
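Assay system: CHO cells stably expressing human S1P3, Gα16 and NFAT-β-lactamase reporter. Timing: overnight plating, 4 h compound 37 °C, 2 h substrate RT. Signal: β-lactamase FRET emission ratio 460/535 nm. Measure: percent activation versus median 1 µM S1P response, basal-subtracted, per plate. Repeats: primary screen single test, confirmation screen in triplicate.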
HTR1A agonist – agonists of human 5-HT1a serotonin receptor; AID 567; CHO 5-HT1a Ga15 NFAT-bla reporter, FRET ratio; 0% basal, 100% maximal reference agonist; hit rate 0.56% among 65,000; P08908; activation, % at 10 µM;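 active means activation above the screen-wide mean activation plus 3 SD, cut at about 19% in these data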;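 further: 0% = DMSO wells and 100% = 5-CT at EC100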
5-HT1A blocker – 5-HT1a (human) receptor antagonism. P08908. CHO 5-HT1a Ga15 NFAT-bla reporter, antagonist mode. hit rate 0.68% among 62,000. inhibition, % at 10 µM;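 active means inhibition above the mean of all tested compounds plus 3 SD, cut at about 43% in these data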;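 further: receptor stimulated by 5-CT agonist at 100 nM near EC80; beta-lactamase reporter measured by ratiometric fluorescence of a cleavable substrate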
HTR1E antagonist – blocks the human 5-HT1E serotonin receptor; CHO 5-HT1E Ga15 NFAT-bla reporter, FRET, antagonist; P28566; hit rate 0.99% among 65,000; inhibition, % at 6 µM;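 active means inhibition above a set limit, the mean inhibition across every tested compound plus 3 SD, cut at about 29% in these data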;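 further: signal is the 460 over 535 nm emission ratio of beta-lactamase substrate; 0% = agonist plus DMSO wells and 100% = wells without agonist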
Jurkat tox 60K – cytotoxic compounds reducing Jurkat cell viability; Jurkat E6.1 viability, ATP luminescence, 48 h; inhibition, % at 4 µM; hit rate 1.2% among 56,000; AID 463;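 active means inhibition above the mean inhibition of all tested compounds plus 3 SD, cut at about 28% in these data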
5HT1E ag – agonists of human 5-HT1E serotonin receptor; CHO 5-HT1E Ga15 NFAT-bla reporter, FRET; 0% DMSO wells, 100% control agonist wells; activation, % at 6 µM; hit rate 0.69% among 65,000; AID 574;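 active means activation above a set limit, the screen-wide mean activation plus 3 SD, cut at about 8.5% in these data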;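 further: 100% = positive control agonist at 1 µM giving full maximal response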
S1P1 ag pot – S1P1 (human) agonism or agonism potentiation; P21453; S1P1 CRE-bla cells, forskolin, beta-lactamase FRET, potentiator mode; S1P1 agonist co-added at EC20, 2 nM; 100% = saturating reference agonist, 0% = basal; activation, % at 9.5 µM; hit rate 0.57% among 56,000; AID 449;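 active means activation above a cutoff set at the mean activation of all tested compounds plus 3 SD, cut at about 54% in these data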;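 further: forskolin at 4 µM as EC80 and the EC20 agonist is SEW2871; 100% = SEW2871 at its EC100 plus forskolin at EC80; some compounds past the cut are filed as inactive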
Target sequence (P21453 whole entry, looked up): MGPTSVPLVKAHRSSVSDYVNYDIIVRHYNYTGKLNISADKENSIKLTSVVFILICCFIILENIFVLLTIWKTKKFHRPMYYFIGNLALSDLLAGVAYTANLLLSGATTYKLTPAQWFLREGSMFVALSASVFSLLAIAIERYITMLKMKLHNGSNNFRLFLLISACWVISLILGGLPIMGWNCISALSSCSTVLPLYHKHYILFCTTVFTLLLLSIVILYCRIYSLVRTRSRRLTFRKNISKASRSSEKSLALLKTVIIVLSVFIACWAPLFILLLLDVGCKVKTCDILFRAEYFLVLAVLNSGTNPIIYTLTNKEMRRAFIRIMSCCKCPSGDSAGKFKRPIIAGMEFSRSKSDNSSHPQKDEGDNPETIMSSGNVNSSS
* = called active by the depositor; nt = not tested or not shown.

Molecule	HEK293 NFkB inh	D1 allo mod	S1P3 ag	HTR1A agonist	5-HT1A blocker	HTR1E antagonist	Jurkat tox 60K	5HT1E ag	S1P1 ag pot
O=C(NCCCN1CCCC1=O)NC12CC3CC(CC(C3)C1)C2	10	0.88	-0.4	2.8	-1	-3	-7	0.6	-7
COc1ccccc1N1CCN(C(=O)COc2ccc(Cl)cc2Br)CC1	14	-0.83	-1.2	-0.6	-4	-1	7	0.7	5
CCC(=O)N1CCc2cc(Br)cc(S(=O)(=O)NCC3CCCO3)c21 (stereo not drawn)	18	-0.14	nt	2.0	-7	-5	nt	1.0	nt
CCOC(=O)N1CCN(CC(=O)c2ccc3c(c2)CCN3)CC1	11	-0.51	0.0	-0.5	-2	-7	-4	0.8	10
CCOC(=O)C1(O)CSc2nc3sc(C(=O)O)c(C)c3c(=O)n21 (stereo not drawn)	13	-1.9	-1.4	-0.3	-12	-1	5	-1.7	14
CCc1cccc(CC)c1N(COC)C(=O)Cn1ccccc1=N	6	-0.63	-0.5	-0.6	5	-3	-3	-0.4	-6
COc1cc(-c2nnn(CC#N)n2)ccc1OCc1ccccc1	7	nt	nt	-1.4	-16	-6	nt	-0.2	nt
COC(=O)C(C)Sc1nnc(SC(C)C(=O)OC)s1 (stereo not drawn)	-7	0.42	-0.1	-0.1	-3	1	-4	0.4	18
CC(NC(=O)CC(O)(C(F)(F)F)C(F)(F)F)c1ccccc1 (stereo not drawn)	20	1.2	-1.1	-0.1	-10	2	6	-0.6	-30
OCc1cc(CO)c(O)c(CCc2ccccc2)n1	24	-2	nt	-1.2	5	-10	nt	-0.3	nt
COc1cc(OC)c(OC)cc1CNCCNC(=O)c1nonc1N	-3	-0.31	-0.9	-3.5	16	0	5	1.0	-10
CCOC(=O)c1c(CN2CCCCC2)oc2ccc(OC)cc12	nt	nt	0.0	21*	nt	1	nt	0.2	4
c1csc(-c2cn3c(n2)SCC3)c1	-2	-0.43	1.4	-1.7	6	-9	8	-0.5	-26
O=C(CN1CCN(c2ccccn2)CC1)NC(=O)NC1CCCCC1	9	-0.035	-0.4	7.7	1	-3	3	-0.3	2
Cc1nc2sc(C(c3ccco3)N3CC(C)OC(C)C3)c(O)n2n1 (stereo not drawn)	17	-0.42	0.1	0.1	4	-5	-6	-0.1	-3
COc1ccc(S(=O)(=O)N2CCN(c3ccccc3OC)CC2)cc1OC	14	1.3	-0.4	-0.9	10	-4	-2	0.1	nt
COC(=O)Cc1cc(=O)[nH]c(/N=C(\N)Nc2ccc(C)cc2C)n1	12	-5.2*	0.3	-1.2	1	-7	-2	0.3	-14
CNC(=O)CSc1nnc(-c2ccncc2)n1Cc1ccccc1	4	0.073	0.2	-0.3	-1	0	-2	0.8	9
O=C1CCCN1CN(C(=O)c1ccc2c(c1)OCO2)c1cccc(Cl)c1	2	-1	0.1	-0.8	-12	5	-1	-0.4	-7
COC(=O)CC1Oc2ccc(C)cc2NC1=O (stereo not drawn)	13	0.2	-1.7	0.1	-8	-6	3	-0.1	-26
CC1CCN(C(=O)CN(CCc2ccccc2)S(C)(=O)=O)CC1	12	0.012	-1.4	1.2	-10	-3	-1	0.2	10
CCC(C(=O)NC(C)CCc1ccco1)n1nc(C)n2c(cc3occc32)c1=O (stereo not drawn)	14	nt	-0.1	-0.1	-10	1	4	0.1	13
Cc1cc2ncn(N)c2cc1C	-3	-0.45	-0.6	-2.8	-13	-5	-7	-0.1	-36
CCCN(CCC)CCCNC(=O)c1cc2cc3ccc(OC)cc3nc2o1	27	-0.7	1.3	5.3	6	-12	1	-0.1	-21
CNC(=O)c1ccccc1NC(=O)c1ccc(C)c(S(=O)(=O)N2CCCCC2)c1	2	0.15	0.1	-0.4	-1	13	0	-0.6	-6
Cc1cc(C(=O)OCn2nnc3ccccc3c2=O)c(C)n1-c1ccccc1	27	0.94	-1.5	2.0	2	5	2	-0.2	-1
COCCNC(=O)COc1ccc(Nc2ccccc2)cc1	20	-0.43	nt	1.4	0	-6	nt	-0.3	nt
CN(C)S(=O)(=O)c1ccc2c(c1)C(CC(=O)O)NC2=O (stereo not drawn)	14	-0.2	-1.3	-2.2	4	10	2	0.2	-8
O=C(O)CN1CCN(Cc2ccccc2)C1=O	16	0.69	0.3	-2.3	-6	-6	-3	-0.4	-18
c1ccc2c(c1)nc(N1CCOCC1)c1nnnn12	-3	nt	0.8	0.7	-20	-1	0	0.8	-17
CC1CN(c2nn3c(=O)c4ccccc4nc3c3ccccc23)CC(C)O1 (stereo not drawn)	13	nt	-1.1	3.0	-18	6	0	1.3	-38
O=C(NCc1cccnc1)c1cc(-c2cccs2)on1	-6	0.24	-0.7	-4.8	-2	6	0	0.1	-18
O=S(=O)(NCc1ccco1)N1CCCCCC1	12	0.0099	-0.6	-0.2	3	10	-8	-1.6	-4
Cc1c(C(=O)OCCOc2ccccc2)[nH]c2c1C(=O)CCC2	-24	-3.8*	nt	-0.1	1	1	nt	0.6	nt
COC(=O)c1ccc(NC(=O)C2CC(=O)N(c3cc(C)ccc3C)C2)cc1 (stereo not drawn)	0	0.79	-1.0	0.4	8	-9	-1	-0.6	16
Cc1cccc2c(=O)cc(C)n(CC(=O)N3CCOCC3)c12	8	0.32	0.3	-2.4	0	-5	-4	0.8	-7
CC1=NC(C(F)(F)F)(C(F)(F)F)C2=C(CC(C)(C)CC2=O)N1Cc1ccco1	12	-1.3	-0.4	1.6	10	0	-4	-1.3	nt
CCn1c(SCC(=O)c2ccccc2)nnc1-c1ccoc1C	11	-0.95	0.1	1.6	-6	-7	-7	-0.3	-19
COc1ccccc1-c1c(NC(=O)c2ccco2)n(-c2ccccc2)nc(C)c1=O	18	-0.3	-1.8	-2.1	3	9	6	-1.1	-16
C=CCOc1cccc(C2C(C(=O)c3ccc(C)o3)=C(O)C(=O)N2CCN(C)C)c1 (stereo not drawn)	10	0.43	-0.3	-1.9	5	3	6	-0.7	-7
O=C(NCc1nc2ccccc2[nH]1)c1cccs1	0	-0.00074	0.0	-1.1	-11	-10	-4	1.9	-22
O=C(Nc1ccc(Cl)cc1F)c1ccc(COc2c(F)c(F)c(F)c(F)c2F)o1	18	-0.13	-0.7	-0.6	-10	-6	4	0.2	-6
CC1Oc2ccccc2N(CC(=O)NCCc2ccccc2)C1=O (stereo not drawn)	-2	0.13	-0.5	-3.3	2	0	7	-0.5	13
CCOc1cc(C2C(C#N)=C(N)OC(C)=C2C(C)=O)cc(Br)c1O (stereo not drawn)	5	0.32	-0.5	-0.3	-8	-6	-6	0.3	-11
CCOC(=O)c1[nH]c2ccc(F)cc2c1NC(=O)CN1CCN(C/C=C/c2ccccc2)CC1	-2	0.84	-0.4	1.6	-27	-25	6	2.1	-20
CCOC(=O)c1cc2n(c1C)-c1ccccc1C2=O	8	4.6*	1.2	0.8	3	6	-4	-0.7	-45
Oc1ccc(CN2CCCCC2)nc1-c1ccccc1	13	-1.1	-0.5	-1.1	-22	-2	-1	-0.2	-4
CCn1c2ccccc2c2cc(C3C(C#N)=C(N)OC4=C3C(=O)CC(C)(C)C4)ccc21 (stereo not drawn)	4	-1.1	-0.3	0.0	-2	17	5	-0.6	-9
Cc1cccn2c(=O)c3cc(C(=O)N(C)C)n(C)c3nc12	14	0.012	0.3	-2.9	-12	3	3	0.5	-26
C=CCNC(=O)CC(C)C(CCCCC)C(=O)O (stereo not drawn)	3	0.063	0.0	0.5	-7	1	-3	-0.4	7
COc1ccc(N2CCN(c3oc(COc4ccc(Cl)cc4)nc3C#N)CC2)cc1	nt	-1.4	-4.7	1.9	nt	22	nt	-1.6	21
COc1ccc(C(=O)NCCn2cc(SCC(=O)Nc3nnc(C)s3)c3ccccc32)cc1	-6	-0.86	0.3	-0.5	-1	-5	-6	-1.1	4
CCN(CCCNC(=O)CCCn1c(=O)[nH]c2ccccc2c1=O)c1cccc(C)c1	8	-1.2	-0.8	-1.6	1	-6	4	0.5	9
CCSc1ncnc2c(C#N)c3n(c12)CCCCC3	8	14*	-1.9	-0.3	9	48*	-2	4.6	-16
COCCNC(=O)CN(C(=O)Cn1nnc2ccccc21)c1ccccc1	10	0.067	-0.7	-2.5	7	9	11	-0.9	5
CCCCCCn1c(N2CCC(C)CC2)nc2c1c(=O)[nH]c(=O)n2C	16	18*	-0.4	1.2	-3	-5	-1	0.0	4
COc1cccc(OCC(=O)Nc2ccccc2NC(C)=O)c1	14	0.72	-1.0	-4.7	4	-8	-6	0.5	4
O=C(CC1(O)C(=O)N(Cc2ccccc2)c2ccccc21)c1ccncc1 (stereo not drawn)	17	-0.43	-1.7	-4.4	-3	-5	-5	-0.1	10
CCOc1ccc(C(=O)N(CN2CCCC2=O)c2ccccc2)cc1	10	-0.31	0.9	-1.5	6	-5	-3	-0.8	-9
CC(=O)Nc1cc(NC(C)=O)cc(C(=O)OCC(=O)N2CC(C)OC(C)C2)c1 (stereo not drawn)	18	0.18	-0.6	1.9	0	14	-3	1.5	2

A different layout for part of the listing above.
Every second line gives: HEK293 NFkB inh, D1 allo mod, S1P3 ag, HTR1A agonist, 5-HT1A blocker, HTR1E antagonist, Jurkat tox 60K, 5HT1E ag, S1P1 ag pot
> C=CCOc1cccc(C2C(C(=O)c3ccc(C)o3)=C(O)C(=O)N2CCN(C)C)c1 (stereo not drawn)
    10, 0.43, -0.3, -1.9, 5, 3, 6, -0.7, -7
> O=C(NCc1nc2ccccc2[nH]1)c1cccs1
    0, -0.00074, 0.0, -1.1, -11, -10, -4, 1.9, -22
> O=C(Nc1ccc(Cl)cc1F)c1ccc(COc2c(F)c(F)c(F)c(F)c2F)o1
    18, -0.13, -0.7, -0.6, -10, -6, 4, 0.2, -6

A run of entries taken from the entries so far, for reference:
Molecule	HEK293 NFkB inh	D1 allo mod	S1P3 ag	HTR1A agonist	5-HT1A blocker	HTR1E antagonist	Jurkat tox 60K	5HT1E ag	S1P1 ag pot
CC1CN(c2nn3c(=O)c4ccccc4nc3c3ccccc23)CC(C)O1 (stereo not drawn)	13	nt	-1.1	3.0	-18	6	0	1.3	-38
O=C(NCc1cccnc1)c1cc(-c2cccs2)on1	-6	0.24	-0.7	-4.8	-2	6	0	0.1	-18
O=S(=O)(NCc1ccco1)N1CCCCCC1	12	0.0099	-0.6	-0.2	3	10	-8	-1.6	-4
Cc1c(C(=O)OCCOc2ccccc2)[nH]c2c1C(=O)CCC2	-24	-3.8*	nt	-0.1	1	1	nt	0.6	nt
